High-throughput results: PubChem, several laboratories
KLK5 inh: blocks human kallikrein 5 protease activity; inhibition, % at 5 µM; recombinant hK5, fluorogenic AMC substrate cleavage; 210,000 tested, 0.59% active; Q9Y337; AID 873;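 active means inhibition of 40% or more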;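 further: 0% = enzyme controls without compound and 100% = no-enzyme blanks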
FXIa inh 1536: factor XIa (human) inhibition. purified FXIa, Boc-Glu-Ala-Arg-AMC fluorogenic substrate. inhibition, % at 5 µM. 220,000 tested, 0.14% active. AID 798;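 active means inhibition of at least 40%; inactive means inhibition below 40%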;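 further: fluorescence of freed AMC excited at 355 nm; 0% = enzyme without compound and 100% = no enzyme blank; many of its hits are not listed in these tables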
Rad51 HR inh: blocks human Rad51 in homologous recombination; Q06609; inhibition, % at 10 µM; 200,000 tested, 0.085% active; hRad51 DNA strand exchange, fluorescence dequenching; AID 1385;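 active means inhibition above 40% at the single screening dose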;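 further: 0% = DMSO control wells and 100% = blanks with heterologous ssDNA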
Target sequence (Q06609 whole entry, looked up): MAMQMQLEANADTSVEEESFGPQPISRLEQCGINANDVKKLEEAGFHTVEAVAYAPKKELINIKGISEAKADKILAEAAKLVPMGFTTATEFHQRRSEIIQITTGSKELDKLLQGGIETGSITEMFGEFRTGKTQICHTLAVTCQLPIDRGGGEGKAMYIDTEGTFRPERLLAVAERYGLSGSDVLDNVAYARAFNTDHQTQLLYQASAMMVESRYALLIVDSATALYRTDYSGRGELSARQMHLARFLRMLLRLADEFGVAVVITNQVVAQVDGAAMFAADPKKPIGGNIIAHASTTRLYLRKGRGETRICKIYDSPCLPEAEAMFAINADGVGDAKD
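material = hRad51 filaments on single-stranded DNA | timing = filaments 15 min 37 °C, then compound 30 min | signal = FRET fluorescence dequenching, excitation 485 nm, emission 520 nm | benchmarks = control wells and blank wells on each plate | evaluation = percent inhibition relative to plate controls and blanks | compound = 10 µM final, single point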
TNF necrop inh: inhibitors of TNF-alpha induced necroptosis in Jurkat FADD-/- cells; Jurkat FADD-/- TNF necroptosis rescue, ATP luminescence, 24 h; 0 = TNF only, 100 = no-TNF cells; activation (protection from cell death), % at 10 µM; 220,000 tested, 0.068% active; AID 463075;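 active means activation, meaning protection from cell death, of at least 50% relative to plate controls; inactive means activation below 50%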;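 further: necroptosis triggered by 40 ng/mL TNF-alpha added together with compound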
Cl transport mod: modulators of human KCC2 chloride dependent transport; Q9H2X9; KCC2 cells, thallium flux FluoZin-2 fluorescence; B-score of Tl+ flux slope (higher = more flux/activation; lower = inhibition) at 10 µM; 190,000 tested, 2.2% active; AID 1456;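 active means thallium flux slope and its plate-corrected score both differing from the plate sample mean at a set confidence after two filtering rounds, in either direction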;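 further: slope of fluorescence scaled to starting intensity during 10 to 20 s after thallium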
thrombin 1536: inhibitors of human thrombin. P00734. alpha-thrombin, Boc-VPR-AMC fluorogenic substrate cleavage. inhibition, % at 5 µM. 220,000 tested, 0.26% active;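 active means inhibition at or above 40%; inactive means inhibition below 40%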;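 further: 0% = enzyme with no compound and 100% = wells without enzyme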
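Material: human alpha-thrombin protein. Incubation: reaction at ambient temperature. Technique: fluorescence of released AMC, ex 355 nm, em 460 nm. Control set: no-compound enzyme wells and no-enzyme blanks. Also added: Boc-VPR-AMC substrate, 15 µM final. Buffer or medium: pH 7.5 Tris (50 mM) with NaCl 150 mM, Tween 20 0.05%.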
FXIIa inh: inhibitors of human coagulation factor XIIa; P00748; inhibition, % at 5 µM; 220,000 tested, 0.3% active; purified FXIIa, Boc-QGR-AMC fluorogenic substrate, 2 h; AID 800; in the data active means inhibition above about 40%;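 further: 0% = enzyme with no compound and 100% = blank without enzyme; many of its hits are not listed in these tables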
Target sequence (P00748 20-372 limits assumed): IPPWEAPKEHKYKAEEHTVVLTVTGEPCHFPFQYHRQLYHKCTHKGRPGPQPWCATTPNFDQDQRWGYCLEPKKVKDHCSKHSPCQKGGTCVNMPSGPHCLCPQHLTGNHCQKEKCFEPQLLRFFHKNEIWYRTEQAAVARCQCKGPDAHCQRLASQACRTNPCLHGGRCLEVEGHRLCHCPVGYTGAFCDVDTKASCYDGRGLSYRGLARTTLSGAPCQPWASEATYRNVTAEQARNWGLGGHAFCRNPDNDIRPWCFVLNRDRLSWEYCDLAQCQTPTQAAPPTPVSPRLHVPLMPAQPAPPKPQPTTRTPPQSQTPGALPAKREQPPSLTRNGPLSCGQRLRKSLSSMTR
Target sequence (P00748 373-615 limits assumed): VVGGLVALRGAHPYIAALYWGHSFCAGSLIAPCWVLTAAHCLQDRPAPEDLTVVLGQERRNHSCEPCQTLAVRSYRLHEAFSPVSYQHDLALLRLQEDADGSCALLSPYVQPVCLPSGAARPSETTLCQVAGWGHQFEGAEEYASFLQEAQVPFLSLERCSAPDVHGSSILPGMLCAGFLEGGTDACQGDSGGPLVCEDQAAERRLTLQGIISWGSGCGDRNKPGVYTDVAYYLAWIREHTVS
zVAD death inh: blocks zVAD induced death of L929 cells; L929 zVAD necroptosis rescue, ATP luminescence, 24 h; with zVAD 60 µM; viability rescue, % at 10 µM; 220,000 tested, 0.38% active; AID 1377;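 active means activation, scaled between plate controls, above about 75%, limit read from the data; inactive means activation under that limit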;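 further: 0% = zVAD with DMSO and 100% = DMSO alone without zVAD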
Hck-Nef inh: inhibitors of human Hck kinase activated by Nef. inhibition, % at 20 µM. P08631. Recombinant Hck-YEEI plus Nef, Z-Lyte FRET kinase assay. 220,000 tested, 0.68% active. AID 463187;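 active means Hck-Nef kinase inhibition above about 50%, limit read from the data; inactive means inhibition below that limit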;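 further: 0% = DMSO with Hck plus Nef and 100% = Hck alone without Nef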
* hit, by the source's call; nt = not tested or not shown. These rows are one share of the data (hit frequency here may not be typical).

mol,KLK5 inh,FXIa inh 1536,Rad51 HR inh,TNF necrop inh,Cl transport mod,thrombin 1536,FXIIa inh,zVAD death inh,Hck-Nef inh
COc1ccccc1N(C)S(=O)(=O)c1ccc(C(=O)OCC(=O)N2CCCCCC2)cc1,-3,-6,-9,1.9,-1,-8,0,1.2,-19
O=C(Cn1nnc(N2CCCC2)n1)N/N=C/c1ccc(Cl)cc1,-2,2,19,5.0,-0.29,-5,6,0.0,10
COC(=O)c1c(NC(=O)COC(=O)Cn2cnc3ccccc32)sc(C)c1C,37,44*,0,0.5,0.65,12,15,0.5,1
Cc1cc(CCN2CCC(=O)NC2=S)ccc1OC(C)C,-9,4,3,-1.2,0.041,-2,6,0.8,0
O=C(O)Cn1c(-c2ccccc2)nc2ccccc21,-3,3,-3,0.3,nt,2,10,2.8,-1
COc1ccc(-c2cc(C(=O)OCC(=O)c3c(N)n(C)c(=O)n(C)c3=O)c3ccccc3n2)cc1,-9,-2,1,-5.8,-4.8*,-7,-10,-0.2,-10
Brc1ccccc1C1CC(c2ccccc2)=Nc2ccccc2N1 (stereo not drawn),-1,-3,-5,2.5,0.11,-4,7,2.2,2
O=C(NCC1CCCO1)C1CCN(S(=O)(=O)c2cccnc2)CC1 (stereo not drawn),15,-9,nt,0.0,-1.3,11,15,-1.1,-27
Cn1c(-c2cccc([N+](=O)[O-])c2)cnc1NCc1ccc(C#N)cc1,-6,-2,-51,4.7,-0.26,5,4,0.1,-21
COc1cc(CC(=O)NCC2COc3ccccc3O2)cc(OC)c1OC (stereo not drawn),-1,-4,2,0.0,-0.12,-6,8,1.5,-1

Other results follow:
mol,KLK5 inh,FXIa inh 1536,Rad51 HR inh,TNF necrop inh,Cl transport mod,thrombin 1536,FXIIa inh,zVAD death inh,Hck-Nef inh
CSc1sc(C(=O)NC(=O)NCc2cccnc2)c(C)c1-c1ccon1,1,-7,-6,-0.3,-1.4,0,5,0.4,7
O=C(CCNC(=O)c1ccccc1Cl)Nc1nc2ccccc2s1,-3,-2,19,3.7,-0.8,4,10,4.5,24
CCOn1c(=O)c(-c2cc3ccccc3o2)[n+]([O-])c2ccccc21,-7,-1,-3,-0.2,-0.41,3,3,0.2,-1
O=C1NCC2=C1C(c1ccc(Br)cc1)Nc1ccccc1N2 (stereo not drawn),-11,2,0,1.5,0.0086,4,21,1.6,-1
CC(O)C(NS(=O)(=O)c1ccc(Cl)cc1)C(=O)OCC(=O)c1c[nH]c2ccccc12 (stereo not drawn),nt,8,nt,1.0,-1.3,-1,4,1.4,12
CCOC(=O)C1=C(N)Oc2cc(O)ccc2C1c1cccnc1 (stereo not drawn),1,-4,-7,-9.8,0.075,-4,-1,-0.2,1
CN(C)CCCNC(=O)c1ccc2[nH]c3ccccc3c2c1,-7,3,-3,0.7,nt,2,16,3.2,1
CCn1c(-c2cc(-c3ccc(C)c(C)c3)nc3ccccc23)n[nH]c1=S,-4,21,1,0.3,1.3,-5,5,-1.8,26
O=C(c1ccco1)N1CCN(c2c([N+](=O)[O-])nn(-c3cccc(Cl)c3)[n+]2[O-])CC1,-1,-6,0,-0.2,0.29,3,4,3.1,-68
O=C(/C=C/c1ccccc1)Nc1ccc(Cl)cn1,-12,-8,-41,4.0,-0.51,-2,-3,34,-5

Whole records, looked up by structure. Order of screens: KLK5 inh, FXIa inh 1536, Rad51 HR inh, TNF necrop inh, Cl transport mod, thrombin 1536, FXIIa inh, zVAD death inh, Hck-Nef inh
`CN(C)CCCNC(=O)c1ccc2[nH]c3ccccc3c2c1` in the list: -7, 3, -3, 0.7, nt, 2, 16, 3.2, 1
`CC(O)C(NS(=O)(=O)c1ccc(Cl)cc1)C(=O)OCC(=O)c1c[nH]c2ccccc12` (stereo not drawn) in the list: nt, 8, nt, 1.0, -1.3, -1, 4, 1.4, 12

The list continues.
mol,KLK5 inh,FXIa inh 1536,Rad51 HR inh,TNF necrop inh,Cl transport mod,thrombin 1536,FXIIa inh,zVAD death inh,Hck-Nef inh
COc1ccc(C(=O)C2CCCN(Cc3cccn3-c3nccs3)C2)cc1F (stereo not drawn),-3,-5,-2,3.5,-0.36,-9,1,-1.5,20
C#Cc1ccc([C@@H]2C=C(C(=O)N3CCOCC3)O[C@H](OCCCCO)C2)cc1,-5,-5,-7,5.0,1.3,-7,-1,1.4,-1
CCCCCCc1nc2ccccc2c(=O)n1NC(=O)c1c(O)c2cccc3c2n(c1=O)CCC3,-91,5,nt,-1.0,0.46,2,14,0.8,-1
CCOC(=O)c1cnn(-c2ccccc2)c1NC(=O)CSc1nnc(-c2cccs2)n1CC,-24,-8,0,-0.5,-0.089,-2,10,-0.7,10
CCN(C(=O)CSc1nc2ccccc2c(=O)n1C(C)COC)C1CCS(=O)(=O)C1 (stereo not drawn),-9,-5,5,1.9,0.0098,-15,2,3.5,22
CS(=O)(=O)c1ccc2nc(NC(=O)c3ccc(N4C(=O)CCC4=O)cc3)sc2c1,-3,-4,-2,0.7,0.067,-3,4,-0.7,-6
Cc1ccc2[nH]c(C(=O)O)c(NC(=O)CN3CCN(c4cccc(C)c4C)CC3)c2c1,-8,-14,6,-3.2,nt,-7,-5,0.0,1
NC(=O)CCC(=O)N1CCCC(C(=O)c2ccc3c4c(cccc24)CC3)C1 (stereo not drawn),2,-2,11,0.5,0.26,-13,12,0.8,29
CCOC(=O)C1=C(N)N(c2ccc(N3CCCCC3)cc2)C(=O)C1,-3,1,3,-1.8,-0.26,2,14,0.2,2
c1ccc(C2c3c(ccc4ccccc34)Oc3ncn4nc(-c5ccco5)nc4c32)cc1 (stereo not drawn),-2,8,1,1.5,0.18,-1,12,1.4,3

The list continues.
mol,KLK5 inh,FXIa inh 1536,Rad51 HR inh,TNF necrop inh,Cl transport mod,thrombin 1536,FXIIa inh,zVAD death inh,Hck-Nef inh
C=CCNC(=O)c1ccccc1NC(=O)c1ccc(Cl)c(S(=O)(=O)Nc2cc(C)ccc2C)c1,-3,9,0,-2.9,nt,2,22,-0.3,0
Cc1nc(N2CCOCC2)nc(Oc2ccccc2)c1[N+](=O)[O-],5,-2,17,-4.0,-1.3,1,13,-0.8,17
O=C1CC(c2ccco2)Sc2nc3ccccc3n21 (stereo not drawn),-10,9,-4,-0.6,nt,3,22,2.1,2
CC1(C)CC(=O)c2cnc(NC(=O)C3CCCC3)nc2C1,5,-7,-4,1.0,0.76,-5,7,0.3,1
CN1CCN(S(=O)(=O)c2ccc(NC(=S)NC(=O)c3ccc(Cl)cc3)cc2)CC1,-4,1,nt,-0.9,1.1,-4,7,0.0,1
CCOC(=O)c1[nH]c(CSc2nnc(-c3ccc(OC)cc3)o2)c(C(=O)OCC)c1C,-19,-1,-7,1.5,-0.84,1,6,0.2,24
CCn1c(=O)cc(SCC(=O)NCCN2CCN(Cc3ccccc3)CC2)c2ccccc21,6,0,3,-3.7,-1.4,2,6,-0.3,-1
Cc1ccccc1NC(=O)c1ccccc1NS(=O)(=O)c1cccc2cccnc12,-1,-8,-10,-2.2,1.2,-6,7,0.6,0
CCCCCCNc1nc(-c2ccc(OC)cc2)c(CCC(=O)O)s1,-7,-5,-17,0.6,-0.83,2,6,2.4,1
COCCCNC(=O)CCCn1c(=O)c2ccccc2n(CC(=O)Nc2c(C)cccc2C)c1=O,-19,6,10,4.0,0.16,-3,8,1.6,-8

Cl transport mod, hit marks shown above.
Compound | KLK5 inh | FXIa inh 1536 | Rad51 HR inh | Cl transport mod | thrombin 1536 | FXIIa inh | Hck-Nef inh
COc1ccc(-c2cc(C(=O)OCC(=O)c3c(N)n(C)c(=O)n(C)c3=O)c3ccccc3n2)cc1 | -9 | -2 | 1 | -4.8* | -7 | -10 | -10

The listing continues.
mol,KLK5 inh,FXIa inh 1536,Rad51 HR inh,TNF necrop inh,Cl transport mod,thrombin 1536,FXIIa inh,zVAD death inh,Hck-Nef inh
Cc1ccc(Cl)cc1-n1c(=O)cc(N2CC(C)OC(C)C2)[nH]c1=O (stereo not drawn),9,9,2,-0.2,1.3,4,15,-0.1,5
CS(=O)(=O)N(Cc1ccccc1)c1ccc(C(=O)NCCSCc2ccco2)cc1,-11,2,-5,-7.1,-1.1,-5,12,-0.4,11
Cc1cc(C)n(-c2ccc3nnc(C)n3n2)n1,-2,-1,nt,-1.6,-1.1,-11,8,-0.1,17
Cc1csc(SCC(=O)NC(C)c2ccccc2)n1 (stereo not drawn),-20,-5,9,-0.5,0.46,3,-3,0.7,-7
COc1ccc(CNC(=O)Cn2nnc3ccccc3c2=O)cc1,-1,-1,10,1.9,0,-3,7,-0.6,19
CCOC(=O)C1Cc2ccccc2CN1 (stereo not drawn),0,-7,2,0.8,0.037,-6,9,-0.2,2
Cc1cc(C)c2cc3c(ccn3C3OC[C@H](O)[C@H](O)[C@H]3O)cc2n1 (stereo partly drawn),10,17,-4,0.2,0.2,19,13,0.0,-1
CCC1Cc2c(nc(N)c3c(N)nc(N4CCOCC4)c(C#N)c23)O1 (stereo not drawn),0,-1,-7,-1.0,-0.77,-4,nt,7.7,-25
CCOC(=O)C1=C(C)OC(N)=C(C#N)C1c1cc(Cl)c(OCC(N)=O)c(OC)c1 (stereo not drawn),-29,-14,-12,-1.1,0.31,24,-3,0.0,-2

Structures listed so far that contain an NH in an aromatic ring, in the order listed:
mol,KLK5 inh,FXIa inh 1536,Rad51 HR inh,TNF necrop inh,Cl transport mod,thrombin 1536,FXIIa inh,zVAD death inh,Hck-Nef inh
CC(O)C(NS(=O)(=O)c1ccc(Cl)cc1)C(=O)OCC(=O)c1c[nH]c2ccccc12 (stereo not drawn),nt,8,nt,1.0,-1.3,-1,4,1.4,12
CN(C)CCCNC(=O)c1ccc2[nH]c3ccccc3c2c1,-7,3,-3,0.7,nt,2,16,3.2,1
CCn1c(-c2cc(-c3ccc(C)c(C)c3)nc3ccccc23)n[nH]c1=S,-4,21,1,0.3,1.3,-5,5,-1.8,26
Cc1ccc2[nH]c(C(=O)O)c(NC(=O)CN3CCN(c4cccc(C)c4C)CC3)c2c1,-8,-14,6,-3.2,nt,-7,-5,0.0,1
CCOC(=O)c1[nH]c(CSc2nnc(-c3ccc(OC)cc3)o2)c(C(=O)OCC)c1C,-19,-1,-7,1.5,-0.84,1,6,0.2,24
Cc1ccc(Cl)cc1-n1c(=O)cc(N2CC(C)OC(C)C2)[nH]c1=O (stereo not drawn),9,9,2,-0.2,1.3,4,15,-0.1,5
